From PubChem
CHT allo act: allosteric activators of human choline transporter CHT; AID 488977; Q9GZV3; CHT-expressing cells, membrane potential dye, choline EC20; hits give high values; LV-AA mutant CHT in HEK293 cells; actives 0.49% (n = 310,000); B-score at 10 µM;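 active means initial fluorescence not abnormally high and integrated response B-score, plate-corrected, over 3 SD above library mean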
Target sequence (Q9GZV3 whole entry, looked up): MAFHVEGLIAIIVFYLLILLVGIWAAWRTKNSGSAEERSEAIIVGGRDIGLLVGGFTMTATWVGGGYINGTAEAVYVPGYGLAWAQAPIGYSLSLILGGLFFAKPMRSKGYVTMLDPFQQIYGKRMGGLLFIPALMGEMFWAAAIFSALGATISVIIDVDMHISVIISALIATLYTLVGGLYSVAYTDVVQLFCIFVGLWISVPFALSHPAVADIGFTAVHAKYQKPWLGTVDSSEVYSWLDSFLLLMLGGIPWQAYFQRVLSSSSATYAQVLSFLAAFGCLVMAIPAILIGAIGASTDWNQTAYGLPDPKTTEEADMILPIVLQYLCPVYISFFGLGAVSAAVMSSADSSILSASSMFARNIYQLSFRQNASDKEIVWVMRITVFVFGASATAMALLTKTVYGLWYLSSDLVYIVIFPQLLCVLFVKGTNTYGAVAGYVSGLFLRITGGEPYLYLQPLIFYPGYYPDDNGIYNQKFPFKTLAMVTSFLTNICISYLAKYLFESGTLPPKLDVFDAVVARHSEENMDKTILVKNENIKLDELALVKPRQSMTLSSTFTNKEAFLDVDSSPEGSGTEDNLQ
OX1R antagonist: human HCRTR1 antagonism; inhibition, % at 5 µM; actives 0.43% (n = 330,000); CHO/OX1R cells, Fluo-8 calcium fluorescence, orexin A; AID 434989; O43613;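 active means inhibition above its plate's threshold, mean inhibition of all tested compounds on the plate plus 3 SD, cut at about 37% in these data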;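 further: 0% = orexin A challenge wells and 100% = SB-334867-A antagonist wells; not every result past the cut was called active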
Target sequence (O43613 whole entry, looked up): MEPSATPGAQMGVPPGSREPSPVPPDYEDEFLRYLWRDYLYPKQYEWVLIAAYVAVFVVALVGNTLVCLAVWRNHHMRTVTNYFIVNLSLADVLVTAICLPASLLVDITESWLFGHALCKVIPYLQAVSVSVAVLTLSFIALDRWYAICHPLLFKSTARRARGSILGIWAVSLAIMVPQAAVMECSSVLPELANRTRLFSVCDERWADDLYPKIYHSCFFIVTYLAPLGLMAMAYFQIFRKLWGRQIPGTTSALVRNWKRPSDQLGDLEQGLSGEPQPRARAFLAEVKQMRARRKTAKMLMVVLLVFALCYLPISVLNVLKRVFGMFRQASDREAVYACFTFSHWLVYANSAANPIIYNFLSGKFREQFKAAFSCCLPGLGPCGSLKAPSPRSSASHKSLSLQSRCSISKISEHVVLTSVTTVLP
Active calls of the source: *; i = inactive; nt = not tested or not shown.

Structure | CHT allo act | OX1R antagonist
COc1cc(C(=O)Nc2sc3c(c2C(=O)O)CCC(C)C3)cc(OC)c1OC (stereo unspecified) | i | -25.8
Cc1cc(C)c(NC(=O)CSc2nnc(-c3ccccn3)n2N)c(Cl)c1 | i | 19.2
CC(=O)Nc1ccc(S(=O)(=O)NCC(=O)OCC(=O)N2CC(C)OC(C)C2)cc1 (stereo unspecified) | nt | -14.9
COc1ccc(C(=O)NC2CCCCC2)cc1S(=O)(=O)N1CCOCC1 | i | 3.3
Cc1ccc(S(=O)(=O)NCc2ccc(C(=O)NCCCN3CCN(C)CC3)cc2)cc1 | i | -22.0
COc1ccc(Cl)cc1NC(=O)CN(C)CC(=O)Nc1ccccc1-c1ccccc1 | i | -25.0
CCn1cnc2c1c(=O)n(CC(=O)OC(C)C(N)=O)c(=O)n2Cc1ccccc1 (stereo unspecified) | i | 3.5
Cc1cc(NS(=O)(=O)Cc2ccccc2)cc(C)c1OCC(=O)N1CCOCC1 | i | -12.8
CN(CCc1ccccn1)C1CCCN(S(=O)(=O)c2ccc(F)c(Cl)c2)C1 (stereo unspecified) | i | -18.3
COCCNC(=O)/C(C#N)=C/c1cc(C)n(-c2ccc(C)cc2)c1C | i | -20.2
COC(=O)CNC(=O)Cc1c(F)cccc1Cl | i | -94.6
CC1=CN2C(=NC(=O)CC2(C)C(=O)N(CC(=O)NC2CCCC2)Cc2ccc(Cl)cc2)C=C1 (stereo unspecified) | i | -16.4

Part of the list above, with each value named:
CCn1cnc2c1c(=O)n(CC(=O)OC(C)C(N)=O)c(=O)n2Cc1ccccc1 (stereo unspecified)
  CHT allo act: i
  OX1R antagonist: 3.5

Cc1cc(NS(=O)(=O)Cc2ccccc2)cc(C)c1OCC(=O)N1CCOCC1
  CHT allo act: i
  OX1R antagonist: -12.8

Other records follow.
Structure | CHT allo act | OX1R antagonist
Cc1cccc(C(=O)N/N=C/c2ccc(OCC(=O)N3CCCCC3)cc2)c1 | i | -3.8
O=C(O)c1cccc(S(=O)(=O)Nc2ccc3c(c2)OCO3)c1 | i | -9.0
Cc1cc(C)n(-c2nc3ccccc3c(=O)n2OCc2ccc(F)cc2)n1 | i | -21.4
O=C(/C=C/c1ccco1)N(Cc1cccc(F)c1)C1CCS(=O)(=O)C1 (stereo unspecified) | i | -14.5
Cc1cc(C(=O)Nc2ccccc2C(=O)O)oc1C | i | 2.6
NC(=O)[C@H]1CC2(CC(c3cccc(NC(=O)COc4ccc(Cl)cc4)c3)=NO2)CN1C(=O)Cc1ccc([N+](=O)[O-])cc1 (stereo partly specified) | i | -8.5
COc1ccc(OC)c(NC(=S)NCc2ccco2)c1 | i | -17.4
O=C(Nc1ccc(Nc2ccccc2)cc1)c1ccc(Cl)cc1Cl | i | -26.6
CCN1CCN(c2nc3ccccc3nc2C(C#N)C(=O)OCc2ccccc2)CC1 (stereo unspecified) | i | -26.4
O=C(O)c1ccc(/C=N/Nc2ncc(Cl)cc2Cl)cc1 | i | -3.8
CCC(=O)Nc1nnc(SCC(=O)Nc2cccc(Cl)c2)s1 | i | 9.8
CCCCCN(C(=O)CCC(=O)OCC(=O)NCc1ccc(OC)cc1)c1c(N)n(CCCC)c(=O)[nH]c1=O | i | -18.4
Cc1ccc(S(=O)(=O)NCc2ccc(C(=O)N3CCc4ccccc4C3)cc2)cc1 | i | -29.6
COc1ccc(S(=O)(=O)N2CCOCC2)cc1NC(=O)CN1C(=O)NC2(CCCCC2C)C1=O (stereo unspecified) | nt | -8.5
N#Cc1cnn2ccc(-c3cc(N4CCOCC4)ccc3[N+](=O)[O-])nc12 | i | -7.3
Cc1ccc(C(=O)Nc2ccccc2C(=O)O)cc1NC(=O)COc1c(C)cccc1C | i | -21.4
Cc1ccccc1CC(=O)N1CCOCC1 | i | -9.8
O=C(NC1CCN(Cc2ccccc2)CC1)C1CCN(S(=O)(=O)c2cccc([N+](=O)[O-])c2)CC1 | i | 1.1
CCOC(=O)C1=C(C)OC(N)=C(C#N)C1c1ccoc1 (stereo unspecified) | i | -18.8
CCn1cc(C(=O)O)c(=O)c2cc(F)c(N3CCN(C(=S)NC(=O)c4ccc(OC)cc4)CC3)cc21 | i | -5.7
C=CCN(c1ccccc1)S(=O)(=O)c1ccc(Cl)c(C(=O)OCC(=O)c2[nH]c(C)c(C(C)=O)c2C)c1 | i | 9.2
CC(c1ccccc1)n1cc(C(=O)NCCCn2ccnc2)nn1 (stereo unspecified) | i | -14.2
Cc1cc(C)n2nc(C(=O)OCC(=O)Nc3ccc4c(c3)OC(F)(F)O4)nc2n1 | i | -18.1
O=C(O)c1cccc(CSc2nc(-c3ccccc3)cc(C(F)(F)F)n2)c1 | i | 3.2
Cc1ccc(CNS(=O)(=O)c2ccc(CN3C(=O)c4cccnc4C3=O)s2)o1 | i | -2.6
O=C(NCc1ccc(C(F)(F)F)cc1)C1CC(c2cccc(F)c2)=NO1 (stereo unspecified) | i | -9.3
O=C(Nc1ccc(Br)cc1F)c1ccncc1 | i | -6.7
COc1cccc(NC(=O)CN(C)C(=O)CSc2ccc3c(c2)OCCO3)c1 | nt | -12.4
CCOC(=O)Cc1csc(NC(NC(=O)OCC)(C(F)(F)F)C(F)(F)F)n1 | i | -22.1
O=c1[nH]nc(-c2ccccc2)c2ccccc12 | i | 5.7
Cc1ccc(CNC(=O)[C@H](C)NC(=O)C2CCN(C(=O)[C@@H](N)CC(C)C)CC2)cc1 | i | 7.4
CCOc1c(CNCCN2CCOCC2)cccc1OC | i | -9.3
OCCCn1c(CCCNc2nc(-c3cccc(Br)c3)cs2)nc2cc(Cl)c(N3CCCCC3)cc21 | i | -33.4
CCOC(=O)CSc1cc(CS(=O)(=O)c2ccccc2)nc(-c2ccccc2)n1 | i | -15.1
O=C(CCC(=O)N(CC(=O)NC1CCCCC1)Cc1cccs1)Nc1nccs1 | i | -28.5
Cc1cc(NC(=O)CCSc2ccccc2)ccc1Br | i | -6.9
CCn1ncc(Cl)c1C(=O)Nc1ccncc1 | i | -14.9
COCc1cc(C)nc(SCC(=O)Nc2cc3c(cc2C#N)OCO3)c1C#N | i | -3.4
COc1ccc([C@H]2CC(=O)C=C(c3ccc(Cl)c(Cl)c3)C2)cc1 | nt | 0.8
CC(C)(C)c1cc(NC(=O)C2CCCO2)no1 (stereo unspecified) | i | -4.4
CC(C)CCN(C(=O)CNC(=O)c1cccs1)C(C(=O)NC1CCCC1)c1ccncc1 (stereo unspecified) | i | -24.6
COc1cccc(NC(=O)CN(C)C(=O)c2ccc(NS(=O)(=O)c3ccc(F)cc3)cc2)c1 | nt | -9.7
Cc1ccc(S(=O)(=O)NCC(=O)OCC(=O)NCCc2ccccc2)cc1 | i | -5.0
COc1cccc(NC(=S)N2CCn3cccc3C2c2cccnc2)c1 (stereo unspecified) | i | -9.1
CCOC1OC(=O)C(Cl)=C1Nc1cc(C)ccc1C (stereo unspecified) | i | -2.5
COc1nc(Oc2ccc(C(=O)O)cc2)nc(Oc2ccc(C(=O)O)cc2)n1 | i | 3.4
O=C(Cc1c[nH]c2ccccc12)N/N=C/c1cccc(F)c1 | i | -8.3
COCCN1C=C2C(=O)C(C)(OC(=O)CCC(=O)OC)C(=O)C(Br)=C2C=C1c1ccc(OC)cc1 (stereo unspecified) | i | 1.5
O=C(N/C=C/c1ccco1)NCc1ccccc1 | i | -2.3
COc1ccc(NC(=O)Nc2cccc3ccccc23)c(OC)c1 | i | -10.1
O=C1c2ccccc2C(=O)N1OCc1c(F)cccc1Cl | i | -6.1
CSCC(C)N1CCC(n2nccc2NC(=O)CCOc2ccccc2)CC1 (stereo unspecified) | i | -17.5
O=C(COc1ccc(Cl)cc1Cl)N1CCCC1 | i | -25.7
Cc1c(NC(=O)COC(=O)/C=C/c2ccccc2Br)c(=O)n(-c2ccccc2)n1C | nt | -31.9
COc1ccc(C2N(C(=O)c3ccccc3)CCN2C(=O)c2ccccc2)cc1 | i | -30.0
C1=CC2=NC34CCCCC3CC3=C(CCCC3)N4C2=CC1=NC1CCCCC1 (stereo unspecified) | i | -25.8
O=C(COc1ccccc1[N+](=O)[O-])Nc1cccc(C(=O)Nc2ccccc2C(=O)O)c1 | i | -21.1
COc1ccc(C(=O)Nc2ccnn2C2CCN(CCC(C)c3ccc(C)o3)CC2)cc1 (stereo unspecified) | i | -15.6
CCC/C=C(\CCC)C(NC(=O)c1ccc(C(F)(F)F)cc1)c1ccccc1 (stereo unspecified) | i | -30.2
COC(=O)C1CC(c2ccc(Cl)cc2)=NO1 (stereo unspecified) | i | 5.5

(continued)
Structure | CHT allo act | OX1R antagonist
CN(CC(=O)Nc1ccc(F)cc1)C(=O)COC(=O)C1CCN(c2ccc(C(F)(F)F)cn2)CC1 | i | -23.6
Cn1c(=O)c2ncn(CC(=O)Nc3nc(-c4ccc(Cl)cc4)cs3)c2n(C)c1=O | i | -20.8
CCCCN(C(=O)CSCC(=O)Nc1cccc(C)c1)c1c(N)n(Cc2ccccc2)c(=O)[nH]c1=O | i | -21.5
CC(C)CC(=O)Nc1ccccc1Oc1ccccc1 | i | -26.5
O=C(NCc1cccnc1)c1ccc(-c2ccccc2[N+](=O)[O-])o1 | i | -4.3
CC(C(=O)N1CCc2ccccc21)N(C)CC(=O)Nc1ccccc1Cl (stereo unspecified) | nt | -15.3
CC(=O)Oc1ccc(C(=O)Nc2cccc3c2CCCC3)cc1 | i | -20.5
Cc1cccc(-n2ccc(=O)c(C(=O)Nc3ccc(S(=O)(=O)Nc4onc(C)c4C)cc3)n2)c1 | i | 8.5
CCN(Cc1cnn(C)c1)C(=O)C1CCC(=O)N(CCc2ccc(OC)cc2)C1 (stereo unspecified) | i | -20.8
CCC(C)NCCCOc1ccc([N+](=O)[O-])cc1 (stereo unspecified) | i | -8.1
O=C(Nc1ccncc1)c1ccc(-c2ccccc2)cc1 | i | 47.0*
COc1cccc(NC(=O)CCN2CCOCC2)c1 | i | -6.9
CNC(=O)c1c(NC(=O)CS(=O)(=O)c2ccccc2)sc(C)c1C | i | -1.5
COc1ccc(NC(=O)c2cccc(OC(=S)N3CCOCC3)c2)cc1 | i | -22.0
CCOc1ccc(CCNC(=O)CSCC(=O)Nc2ccc(OC)cc2)cc1OCC | nt | -31.3
CCOC(=O)N1CCN(C(=O)/C(=C/c2ccc(N(C)C)cc2)NC(=O)c2ccccc2)CC1 | nt | -8.8
Cc1cc(C)cc(NC(=S)N2CCCC2)c1 | i | nt
COc1ccccc1CCNC(=O)C1(C)CC1(Cl)Cl (stereo unspecified) | i | -19.9
COc1cccc(OC)c1OCCCOc1ccc([N+](=O)[O-])cc1Cl | i | -29.0
Cc1ccc(C2=NN(CC(=O)NCc3cccs3)C(=O)CC2)cc1 | i | -10.9
CCOC(=O)c1ccc(NC(=S)N2CCN(c3ccc(N4CCOCC4)nn3)CC2)cc1 | i | -13.9
Cc1ccccc1OCCC(=O)Nc1cc(S(=O)(=O)N2CCOCC2)ccc1OC(C)C | i | -31.9
O=C(NCC1CCCO1)c1cccc(S(=O)(=O)N2CCOCC2)c1 (stereo unspecified) | i | 1.1
O=C(CSc1nnc2ccc3ccccc3n12)N1CCOCC1 | i | -9.1
COc1ccccc1NC(=S)NNC(=O)c1nn(C)c(C)c1Br | i | -18.3
O=C(Nc1ccnn1C1CCN(Cc2ccc(OC(F)F)cc2)CC1)C1CCCC1 | i | -7.5
COc1ccc(CN2CCn3nc(C(=O)NC4CC4)cc3C2=O)cc1 | i | -18.9
CCOC(=O)c1c(S(=O)(=O)N(C)Cc2ccco2)c(C)n(C)c1C | i | -7.4
CCOC(=O)c1cnn2cc(-c3[nH]ncc3[N+](=O)[O-])cnc12 | i | -6.8
Cc1ccc(CNC(=O)C(=O)NCCC2=CCCCC2)cc1 | i | -17.9
CC(c1ccccc1)c1nnc(NC(=O)Nc2ccccc2F)s1 (stereo unspecified) | i | nt
COCCCN1CN=C(NS(=O)(=O)c2ccc(C)cc2)NC1 | i | -6.7
COc1ccc(/C=C/C(=O)OCC(=O)N2CCc3ccccc32)cc1 | nt | -12.8
COc1cc2nc(C3CCC3)n(NC(=O)C3CCC(OC)CC3)c(=O)c2cc1OC (stereo unspecified) | i | -10.0
CCN1CCN(CCCNC(=O)C2c3ccccc3C(=O)N(C)C2c2ccc(OC)cc2)CC1 (stereo unspecified) | i | -19.4
COC(=O)Cn1c(C)nc([N+](=O)[O-])c1Br | i | 12.1
CCN(c1ccccc1)S(=O)(=O)c1cc(C(=O)Nc2cccc(Cl)c2)ccc1F | i | -1.6
CCCCCC/C=C/c1ccc(OC)c([C@H]2[C@H]3C=CC[C@@H](C)[C@@H]3C(=O)N2Cc2ccccc2)c1 | i | -12.7
Cc1cc(S(=O)(=O)Nc2ccc(C(=O)N3CC(C)OC(C)C3)cc2)ccc1F (stereo unspecified) | i | -36.8
O=C(Nc1ccc(-c2nc3c(ccc4ccccc43)o2)cc1)c1ccco1 | i | -15.9
CC(=O)Nc1cc2ccc(OC(C)=O)cc2oc1=O | i | -3.7
O=C1C=CC(=O)N1 | i | -7.0
C=CCn1c(SCc2csc(C)n2)nc2sc3c(c2c1=O)CCCC3 | i | -28.4
O=C(NCCc1ccc(Cl)cc1)c1cc(=O)[nH]c2ccccc12 | i | -5.3

A different layout for part of the listing above.
The line under a structure holds: CHT allo act | OX1R antagonist
C=CCn1c(SCc2csc(C)n2)nc2sc3c(c2c1=O)CCCC3
    i | -28.4
O=C(NCCc1ccc(Cl)cc1)c1cc(=O)[nH]c2ccccc12
    i | -5.3
